Compound activity (PubChem BioAssay)
mHTT-CaM PPI inh: disrupts binding of mutant huntingtin to calmodulin | AlphaScreen His-mHTT/GST-CaM binding, luminescence | inhibition, % at 15 µM | hit rate 3.6% among 190,000 | AID 1671202;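 also: 0% = both proteins with DMSO and 100% = one protein alone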
Target sequence (P42858 whole entry, looked up, stated change not applied): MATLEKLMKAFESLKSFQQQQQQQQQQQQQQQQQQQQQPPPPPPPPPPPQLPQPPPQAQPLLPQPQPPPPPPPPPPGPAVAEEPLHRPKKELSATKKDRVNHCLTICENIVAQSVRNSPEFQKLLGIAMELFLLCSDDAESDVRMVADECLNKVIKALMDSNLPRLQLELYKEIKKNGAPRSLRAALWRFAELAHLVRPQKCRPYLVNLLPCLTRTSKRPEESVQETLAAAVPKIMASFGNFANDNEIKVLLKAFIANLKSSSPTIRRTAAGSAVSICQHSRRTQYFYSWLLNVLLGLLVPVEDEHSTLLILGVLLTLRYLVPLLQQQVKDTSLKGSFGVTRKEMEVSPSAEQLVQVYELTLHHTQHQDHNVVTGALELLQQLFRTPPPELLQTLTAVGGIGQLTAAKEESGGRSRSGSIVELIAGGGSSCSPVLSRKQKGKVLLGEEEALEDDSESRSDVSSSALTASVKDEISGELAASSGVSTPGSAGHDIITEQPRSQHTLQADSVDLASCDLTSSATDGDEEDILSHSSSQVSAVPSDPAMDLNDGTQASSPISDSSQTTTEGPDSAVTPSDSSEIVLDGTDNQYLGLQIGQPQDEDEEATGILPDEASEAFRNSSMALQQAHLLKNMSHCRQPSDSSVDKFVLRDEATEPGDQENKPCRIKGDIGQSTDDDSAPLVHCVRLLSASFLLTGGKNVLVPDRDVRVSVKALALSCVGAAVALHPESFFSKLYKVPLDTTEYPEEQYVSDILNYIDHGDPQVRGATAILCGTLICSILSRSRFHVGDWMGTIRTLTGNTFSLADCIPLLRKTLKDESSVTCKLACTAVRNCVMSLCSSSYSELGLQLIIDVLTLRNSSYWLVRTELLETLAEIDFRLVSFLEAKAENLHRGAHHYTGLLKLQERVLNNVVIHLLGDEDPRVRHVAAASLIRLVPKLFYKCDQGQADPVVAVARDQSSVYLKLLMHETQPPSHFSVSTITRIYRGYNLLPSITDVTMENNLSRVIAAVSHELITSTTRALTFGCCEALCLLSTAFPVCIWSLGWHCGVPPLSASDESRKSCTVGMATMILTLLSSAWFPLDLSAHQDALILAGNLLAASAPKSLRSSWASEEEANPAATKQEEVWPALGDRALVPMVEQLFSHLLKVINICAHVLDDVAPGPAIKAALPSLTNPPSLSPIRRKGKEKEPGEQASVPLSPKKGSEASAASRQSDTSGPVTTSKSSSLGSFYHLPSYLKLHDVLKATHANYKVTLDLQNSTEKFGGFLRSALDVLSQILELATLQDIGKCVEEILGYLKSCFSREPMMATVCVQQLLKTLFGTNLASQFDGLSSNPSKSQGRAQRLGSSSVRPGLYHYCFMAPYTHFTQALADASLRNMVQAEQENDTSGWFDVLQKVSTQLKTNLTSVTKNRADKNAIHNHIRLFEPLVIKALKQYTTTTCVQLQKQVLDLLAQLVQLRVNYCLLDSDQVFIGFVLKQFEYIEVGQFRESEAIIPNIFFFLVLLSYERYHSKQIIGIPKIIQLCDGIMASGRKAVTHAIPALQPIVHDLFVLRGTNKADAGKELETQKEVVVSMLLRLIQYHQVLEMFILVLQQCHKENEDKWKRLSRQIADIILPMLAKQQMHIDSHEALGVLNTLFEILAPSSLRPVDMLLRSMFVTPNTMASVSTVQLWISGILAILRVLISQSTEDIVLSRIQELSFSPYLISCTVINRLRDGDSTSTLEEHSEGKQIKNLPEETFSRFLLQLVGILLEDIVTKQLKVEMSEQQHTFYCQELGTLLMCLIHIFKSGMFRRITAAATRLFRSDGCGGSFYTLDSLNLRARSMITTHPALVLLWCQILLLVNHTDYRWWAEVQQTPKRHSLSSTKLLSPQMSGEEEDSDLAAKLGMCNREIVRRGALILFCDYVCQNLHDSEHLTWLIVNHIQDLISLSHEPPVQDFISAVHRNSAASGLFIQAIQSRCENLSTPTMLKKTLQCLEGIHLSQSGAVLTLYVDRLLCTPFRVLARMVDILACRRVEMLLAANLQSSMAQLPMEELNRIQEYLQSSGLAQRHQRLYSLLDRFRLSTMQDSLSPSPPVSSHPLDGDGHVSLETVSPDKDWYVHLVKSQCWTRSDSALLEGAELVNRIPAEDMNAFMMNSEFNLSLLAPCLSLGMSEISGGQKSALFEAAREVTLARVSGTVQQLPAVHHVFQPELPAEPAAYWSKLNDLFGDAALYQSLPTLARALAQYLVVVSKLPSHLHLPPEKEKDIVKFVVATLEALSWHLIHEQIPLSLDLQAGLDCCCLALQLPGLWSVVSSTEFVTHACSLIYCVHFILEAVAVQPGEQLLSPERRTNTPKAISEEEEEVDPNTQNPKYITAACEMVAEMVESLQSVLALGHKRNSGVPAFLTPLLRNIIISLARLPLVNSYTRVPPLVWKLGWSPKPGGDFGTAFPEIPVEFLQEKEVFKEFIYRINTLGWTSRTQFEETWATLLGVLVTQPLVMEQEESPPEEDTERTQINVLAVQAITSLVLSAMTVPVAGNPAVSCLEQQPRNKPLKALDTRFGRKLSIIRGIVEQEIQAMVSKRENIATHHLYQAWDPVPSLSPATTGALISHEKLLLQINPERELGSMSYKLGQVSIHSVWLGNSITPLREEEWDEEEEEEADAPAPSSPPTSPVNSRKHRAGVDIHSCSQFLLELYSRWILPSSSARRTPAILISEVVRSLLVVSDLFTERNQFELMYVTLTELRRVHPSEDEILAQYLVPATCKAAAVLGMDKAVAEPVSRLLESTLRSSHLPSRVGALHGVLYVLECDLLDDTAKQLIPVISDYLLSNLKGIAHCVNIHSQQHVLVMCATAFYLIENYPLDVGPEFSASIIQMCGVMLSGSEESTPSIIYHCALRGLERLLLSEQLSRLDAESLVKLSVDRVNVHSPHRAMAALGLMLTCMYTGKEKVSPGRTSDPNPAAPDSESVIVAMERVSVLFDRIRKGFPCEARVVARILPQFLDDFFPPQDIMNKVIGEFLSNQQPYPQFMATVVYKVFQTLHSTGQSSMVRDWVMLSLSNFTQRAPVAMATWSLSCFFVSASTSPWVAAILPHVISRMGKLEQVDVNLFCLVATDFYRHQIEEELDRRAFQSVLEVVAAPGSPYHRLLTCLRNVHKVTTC
Pf apPOL block: Pf-apPOL DNA polymerase inhibition; Recombinant Pf-apPOL, molecular beacon fluorescence, 1.5 h; inhibition, % at 10 µM; hit rate 0.25% among 210,000
Starred values were filed as active, the others as inactive; i = inactive; · = not tested or not shown; & = joins results of further samples. Rule as the data show it: active = inhibition above about 50%; inactive = the rest.

| molecule | mHTT-CaM PPI inh | Pf apPOL block |
| --- | --- | --- |
| Brc1ccc2ncnc(Nc3ccc4c(c3)OCCO4)c2c1 | -1&20 | -4 |
| O=C(CN1N=C(c2ccc(Cl)cc2)CCC1=O)NC1CCCCCC1 | 31 | -16 |
| CCOc1ccc(NC(=O)c2ccc(OC)c(OC)c2)cc1 | 7 | -7 |
| O=C(c1ccco1)N1CCC(O)(c2ccccc2)C(N2CCCC2)C1 (stereo not given) | 15 | 2 |
| COc1ccc(CCNC(=O)c2cnn3c(C)c(Cc4ccccc4Cl)c(C)nc23)cc1OC | 6 | -12 |
| COc1ccc(C2C(C(=O)N(C)C)=C(C)Nc3nc4ccccc4n32)cc1OC (stereo not given) | -2 | -4 |
| CC(C)CCNC(=O)c1ccc2ncnc(N3CCCCC3)c2c1 | -7 | 2 |
| COc1ccc(N(CC(=O)NCc2ccccc2C)S(C)(=O)=O)cc1Cl | -1 | -5 |
| FC(F)(F)c1cccc(-c2nc3ccccc3[nH]2)c1 | -3 | 0 |
| CC(C)(C)NC(=O)N1CCC(CNC(=O)C(=O)NCc2cccs2)CC1 | -1 | 0 |
| COCCc1noc(COC2CCCN(S(C)(=O)=O)C2)n1 (stereo not given) | -10 | -6 |
| COc1cc(/C=C2/NC(=O)N(Cc3ccc(F)cc3)C2=O)ccc1OCc1ccc(C(=O)O)cc1 | 33 | -5 |
| COc1ccc(N2C(=O)CC(Sc3ncn[nH]3)C2=O)c(OC)c1 (stereo not given) | 2 | -7 |
| COc1ccc(C=C2Oc3c(ccc4c3CN(Cc3ccccn3)CO4)C2=O)c(OC)c1 | 100* | -89 |
| Cc1ccc(-c2ccc(C=O)o2)c(Br)c1 | -8 | -7 |
| CCCc1c(C(=O)Nc2nccs2)nnn1-c1ccc(C)cc1 | -8 | -2 |
| Cc1oc(C2CCN(C(=O)Cc3ccccc3F)CC2)nc1C(=O)N1CCOCC1 | 9 | -1 |
| Cc1ccnc(NC(=O)COc2cc(Cl)c(Cl)cc2Cl)c1 | -9 | -5 |
| COc1ccc(S(=O)(=O)Nc2ccc(S(=O)(=O)Nc3ccc(F)cc3)cc2)cc1 | -1 | -6 |
| CCCCN1C(=O)N2Cc3ccccc3C2CS1(=O)=O (stereo not given) | -8 | 0 |
| Cc1ccccc1Cn1c(CN2CCC(C(=O)NCc3ccco3)CC2)cc2ccccc21 | 86* | 2 |
| COc1ccc(OC)c(-c2cc(C(=O)Nc3cc(C)on3)no2)c1 | -5 | 2 |
| Cc1cccc(S(=O)(=O)N2CCC(c3noc(-c4ccc(F)cc4)n3)CC2)c1 | 1 | 0 |
| C=CCSc1nc2ccc(C)cc2[nH]1 | 0 | -3 |
| Cn1c(CNc2ccccc2)cc(=O)n(C)c1=O | -5 | 12 |
| CCc1cccc(N2C=C(C#N)S(=O)(=O)c3cc(F)ccc32)c1 | -4 | -1 |
| O=C(NC1CCCC1)C1c2ccccc2C(=O)N1c1ccc(Cl)cc1 (stereo not given) | 3 | -12 |
| COc1ccc(CCNC(=O)c2ccc3c(c2)OCO3)cc1 | -7 | 6 |
| C=CCNC(=O)CSc1ccccc1 | -4 | -3 |
| CCOc1cccc(CNC(=O)C2CCN(c3cncnc3N3CCOCC3)CC2)c1 | 0 | -2 |

6 entries already listed, ordered by molecular weight, rising.
| molecule | mHTT-CaM PPI inh | Pf apPOL block |
| --- | --- | --- |
| CCCc1c(C(=O)Nc2nccs2)nnn1-c1ccc(C)cc1 | -8 | -2 |
| COc1ccc(OC)c(-c2cc(C(=O)Nc3cc(C)on3)no2)c1 | -5 | 2 |
| Cc1ccnc(NC(=O)COc2cc(Cl)c(Cl)cc2Cl)c1 | -9 | -5 |
| Cc1cccc(S(=O)(=O)N2CCC(c3noc(-c4ccc(F)cc4)n3)CC2)c1 | 1 | 0 |
| Cc1oc(C2CCN(C(=O)Cc3ccccc3F)CC2)nc1C(=O)N1CCOCC1 | 9 | -1 |
| COc1ccc(S(=O)(=O)Nc2ccc(S(=O)(=O)Nc3ccc(F)cc3)cc2)cc1 | -1 | -6 |

Additional entries:
| molecule | mHTT-CaM PPI inh | Pf apPOL block |
| --- | --- | --- |
| CCCn1c2ccccc2c2nnc(SC(C)C)nc21 | -12 | 1 |
| COc1ccccc1CC(=O)N1CCc2c(c(CO)nn2C)C1 | -6 | -3 |
| O=C(NCc1ccc(F)cc1)C1CCN(c2cnn(Cc3ccccc3)c(=O)c2)CC1 | 2 | -7 |
| CC(C)Oc1cccc(C(=O)Nc2ccc(Cl)c(-c3nc4ncccc4o3)c2)c1 | 0 | -4 |
| COc1ccc(C(=O)Oc2ccc3c(c2)OC(=Cc2ccncc2)C3=O)cc1 | 3 | 1 |
| C=C(C)CC1N(c2ccccc2)C(=O)C2C(C(=O)O)C3C=CC21O3 (stereo not given) | -10 | -2 |
| CCC(=O)Oc1ccc2c(c1)OC(=Cc1ccc(C)o1)C2=O | 13 | 5 |
| Cc1ccc([N+](=O)[O-])cc1S(=O)(=O)n1cnc2ccccc21 | -4&10 | -3&0 |
| FC(F)(F)c1cnc(N=CN2CCOCC2)c(Cl)c1 | · | -11&-7 |
| O=C(NCCc1ccccc1)C(=O)NCc1cccnc1 | -26 | 0 |
| Cc1ccc(O)c(-c2[nH]ncc2C(=O)c2ccccc2)c1 | 13 | 1 |
| CC(Oc1ccc(Cl)cc1Cl)C(=O)N1CCN(C)CC1 (stereo not given) | 0 | 16 |
| Cc1c(Br)c(=O)[nH]c(=O)n1Cc1ccccc1 | 0 | 4 |
| CCc1ccc(C(=O)N2CCN(c3nc4ccncc4n(C)c3=O)CC2)cc1 | 3 | -2 |
| COc1cc(/C=C2\C(=O)Nc3ccc(Br)cc32)cc([N+](=O)[O-])c1O | 96* | 0 |
| COc1ccc(NC(=O)c2ccc(-c3ccc([N+](=O)[O-])cc3)o2)cc1OC | 28 | -6 |
| COc1ccc(/C=c2\sc3nc(-c4ccccc4Cl)nn3c2=O)cc1 | 0 | -3 |
| Cc1ccc2[nH]cc(CCN3CC(C(=O)NCc4ccc5c(c4)OCO5)CC3=O)c2c1 (stereo not given) | 25 | 2 |
| CCc1ccc(NC(=O)N2CCCC2c2nc(-c3cccc(OC)c3)no2)cc1 (stereo not given) | 18 | -2 |
| Cc1ccccc1NC(=O)CSc1ccc2nnc(CCNC(=O)c3ccccc3)n2n1 | -9 | -4 |
| COCCCNC(=O)c1c(NC(=O)c2ccccc2OC)sc2c1CCCC2 | -13 | 0 |
| O=S(=O)(NCc1ccccn1)c1ccc(F)cc1 | -2 | -2 |
| CCc1c(C)sc(NC(=O)CCCn2nc([N+](=O)[O-])c(Br)c2C)c1C#N | 2 | -3 |
| O=C(NC1CC2CC1CN2C(=O)c1ccoc1)c1ccccc1 (stereo not given) | -2 | -6 |
| COc1ccc(C(=O)Cn2c(=O)n(Cc3ccc4c(c3)OCO4)c(=O)c3ccccc32)cc1 | 3 | 12 |
| c1ccc(Cn2cnnc2C2CCCN(Cc3ccncc3)C2)cc1 (stereo not given) | -4 | -5 |
| COc1cc(CN2CCN(c3ccccc3C)CC2)cc(OC)c1O | 4 | -4 |
| Cc1nccn1Cc1noc(-c2ccccc2Cl)n1 | -20 | -5 |
| CC(C)C(NS(=O)(=O)c1ccccc1)C(=O)O (stereo not given) | · | 4 |
| CC(=O)Nc1c(C(=O)O)oc2ccc(Br)cc12 | 6 | 8 |
| COc1ccc(NC(=O)CN2CCC(C(=O)NCc3cccnc3)CC2)c(OC)c1 | 1 | -3 |
| Clc1ccc(OCCCNCc2ccco2)cc1 | 3 | -4 |
| CCn1c(SC)nnc1-c1nn(C)c2c1CN(C(=O)Cc1cccc(OC)c1)CC2 | 13 | -3 |
| CC1(C)C2CC=C(CN3CCN(c4ccc([N+](=O)[O-])cc4)CC3)C1C2 (stereo not given) | 23 | -16 |
| O=C(Nc1ccc2c(N3CCOCC3)ncnc2c1)c1ccc(Br)cc1 | -1 | -13 |
| COc1ccc(CCNC(=O)C2(C)CCC(=O)N2Cc2ccc3c(c2)OCO3)cc1OC (stereo not given) | 5 | -3 |
| O=C(C1CCN(c2nnc(-c3ccccc3)o2)CC1)N1CCC(Cc2ccccc2)CC1 | 70* | -7 |
| COc1ccccc1Oc1c(F)c(OC)nc(OC)c1F | -5 | -2 |
| CN1CCC(N2CCN(C(=O)c3cn4ccccc4n3)CC2)CC1 | 2 | 2 |
| O=C(Nc1ccc(Cl)cc1)N1CCCC1c1ccc(F)cc1 (stereo not given) | -8 | 0 |
| CC(C)(C)c1ccccc1OCC(O)CN1CCN(c2ccccc2)CC1 (stereo not given) | 99* | -1 |
| N#Cc1ccc(CN=C(N)N=C(N)N)cc1 | · | -11 |
| COc1cc(Cl)c(C)cc1NC(=O)Cn1nc2c(cc1=O)CCCC2 | 10 | -3 |
| COc1ccc(C2C(=C(O)c3ccc(C)cc3)C(=O)C(=O)N2c2ccccn2)cc1 (stereo not given) | 3 | -16 |
| Cc1[nH]nc2nc(SCC(=O)NCC3CCCO3)n(-c3ccc(Br)cc3)c(=N)c12 (stereo not given) | 52* | -6 |
| CS(=O)(=O)Nc1ccc(C2(C(=O)NCc3cc(F)cc(F)c3)CCCCC2)cc1 | -16 | 0 |
| COc1cc(-c2[nH]nc3c2C(c2ccc(C(F)(F)F)cc2)C(C#N)=C(N)O3)cc(OC)c1OC (stereo not given) | 90* | -13 |
| CCN1C(=O)c2cccnc2Sc2cc(C(=O)NCc3cccc(F)c3)ccc21 | 0 | 1 |
| O=C(O)C(O)C12CC3CC(CC(Br)(C3)C1)C2 (stereo not given) | -3 | -3 |
| CC(=O)NCCSc1c(-c2ccc(Br)cc2)[nH]c2ccccc12 | 8 | 4 |
| O=C(Nc1ccc(OCc2ccccc2)cc1)c1ccncc1 | 1 | 0 |
| COc1ccccc1C/C(N)=N/OC(=O)COc1cc(C)c(Cl)c(C)c1 | i | -4 |
| Cc1ccc(-n2ncc3c(Nc4ccc(F)cc4)ncnc32)c(C)c1 | 9 | -5 |
| CCOc1ccccc1C(=O)N1CCC2(CC1)NC(=O)c1ccc(Cl)cc1N2 | 18 | -2 |
| CC(CC(=O)Nc1nnc(C(C)(C)C)s1)c1ccccc1 (stereo not given) | -3 | -34 |
| COc1ccc(C2=NN(CC(=O)N3CCC4(CC3)OCCO4)C(=O)CC2)cc1 | 3 | -14 |
| CN(C)C=NC(=S)c1ccc(-c2cccs2)s1 | · | 2 |
| O=C(C1=C(O)C(=O)N(c2ncccn2)C1c1cccc([N+](=O)[O-])c1)c1ccco1 (stereo not given) | 2 | 0 |
| O=C(c1ccoc1)N1CCN(C(=O)c2nnn3c2COC(c2ccc(Cl)cc2)C3)CC1 (stereo not given) | 3 | -4 |
| CCOc1ccc(C2(C)C(=O)N(CN3CCOCC3)C(=O)N2CN2CCOCC2)cc1 (stereo not given) | 0 | -8 |

(cont.)
| molecule | mHTT-CaM PPI inh | Pf apPOL block |
| --- | --- | --- |
| C=CCOc1ccc(C2N3CC4(CC)CN2CC(CC)(C3)C4O)cc1 (stereo not given) | -1 | -2 |
| Cc1ccc(C2CC(c3ccc(F)cc3)=NN2c2ccccc2)o1 (stereo not given) | -53 | -1 |
| CC(=O)c1cnc2cc(C)nn2c1C | · | 2 |
| CN1CCN(CC2CCCCC2)CC1 | 0 | 14 |
| CC1=C(C(=O)NCCCN2CCN(C)CC2)C2(CCCCC2)OC1=O | -5 | 3 |
| Cc1cccc(CN2CCN(C3CN(C4CCCC4)S(=O)(=O)C3)CC2)c1 (stereo not given) | 8 | -3 |
| Cc1noc(-c2nn(C)c3c2CN(S(=O)(=O)c2cccc(Cl)c2)CC3)n1 | 14 | 0 |
| CCOc1ccccc1OCCOc1ccccc1C=O | -10 | -9 |
| O=S(=O)(Nc1ccccc1SCc1ccc2nonc2c1)c1cccs1 | · | -10 |
| Cc1ccc(-n2nnnc2SCc2ccccn2)cc1C | -15 | -5 |
| CCN1C(=O)C(CC(=O)NCCC(C)C)Sc2ncccc21 (stereo not given) | -4 | -3 |
| Cc1ccc(C)n1-c1sccc1C(=O)NN | · | -10 |
| CC(C)CC(=O)Nc1ccc(Oc2ccc(F)c(F)c2)nc1 | -8 | -3 |
| CSc1nnc(-c2nn(C)c3c2CN(C(=O)c2ccc(C)c(C)c2)CC3)n1C | 4 | -2 |
| COc1ccccc1NC(=O)N1CCN(c2nc3ccncc3n(CC(C)C)c2=O)CC1 | 8 | -8 |

Not a retest: 2 of the compounds above.
| molecule | mHTT-CaM PPI inh | Pf apPOL block |
| --- | --- | --- |
| CSc1nnc(-c2nn(C)c3c2CN(C(=O)c2ccc(C)c(C)c2)CC3)n1C | 4 | -2 |
| COc1ccccc1NC(=O)N1CCN(c2nc3ccncc3n(CC(C)C)c2=O)CC1 | 8 | -8 |

Carrying on:
| molecule | mHTT-CaM PPI inh | Pf apPOL block |
| --- | --- | --- |
| Cc1ccc(S(=O)(=O)N(C)CC2(C)CCOCC2)cc1F | -8 | -2 |
| Cc1nc(C(=O)NCCCN2CCCc3ccccc32)c(C)n1C1CCN(C)CC1 | 97* | -2 |
| Cn1nc(-c2nnc(-c3ccccc3Cl)o2)c2c1CCN(C(=O)c1ccco1)C2 | -9 | -7 |
| O=c1nc2s/c(=C\c3ccccc3F)c(=O)n2nc1Cc1ccccc1 | -1 | 5 |
| COc1ccc(N2C(=O)C3C4c5ccccc5C(CO)(c5ccccc54)C3C2=O)cc1 (stereo not given) | 9 | -1 |
| COCCc1nnc(NC(=O)CCCS(=O)(=O)c2ccc(Cl)cc2)o1 | 5 | -7 |
